# SMN2 splice enh – qHTS Assay for Enhancers of SMN2 Splice Variant Expression; actives 2.8% (n = 210,000); HEK293 SMN2-luciferase splicing reporter, luminescence, 30-36 h; Potency, µM (titrated, usually from 46.1 µM), without a hit: at the highest dose activity change, positive = activation, most hits filed as activators; note: % of control where 0% means no effect; nearly all actives have a fitted effect of over 55% in size
#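 HEK293 cells carry an SMN2 […]–luciferase reporter in which exon 7 inclusion puts luciferase in frame. Cells were plated 10-12 h before compound addition, then incubated 30-36 h at 37C. ONE-Glo luminescence was read; sodium butyrate at 4.5 mM final served as control.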
# JMJD2E inh – qHTS Assay for Inhibitors of Human Jumonji Domain Containing 2E (JMJD2E). JMJD2E catalytic domain, FDH-coupled NADH fluorescence (FDH is formaldehyde dehydrogenase). Potency, µM (top dose mostly 57.1 µM), for the others: at the highest dose activity change, negative = inhibition, actives largely listed as inhibitors. actives 1.6% (n = 230,000). AID 2147, 2009; active = well fitted inhibition curve with a large enough effect, not every such curve was filed as active; inconclusive = small, poorly fitted or top-dose-only effect, or another doubt; inactive = no such curve, though single readings can be large or run the other way;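 note: 0% = wells with enzyme and -100% = buffer wells without enzyme; nearly all actives have a fitted effect of over 50% in size; many of its hits are not listed in these tables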
# Target sequence (B2RXH2 1-337 limits assumed): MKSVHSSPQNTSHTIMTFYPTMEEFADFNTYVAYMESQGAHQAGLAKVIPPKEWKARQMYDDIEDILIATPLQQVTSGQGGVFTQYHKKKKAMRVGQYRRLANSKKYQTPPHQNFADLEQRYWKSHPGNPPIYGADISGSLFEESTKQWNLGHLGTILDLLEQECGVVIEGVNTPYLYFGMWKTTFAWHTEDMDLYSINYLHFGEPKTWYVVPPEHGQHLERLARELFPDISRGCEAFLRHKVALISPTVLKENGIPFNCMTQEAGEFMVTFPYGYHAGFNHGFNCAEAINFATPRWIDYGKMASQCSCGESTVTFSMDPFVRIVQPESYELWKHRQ
# Tau fibril FP – qHTS for Inhibitors of Tau Fibril Formation, Fluorescence Polarization; Microtubule-associated protein tau (Homo sapiens), P10636; K18 P301L tau heparin fibrillization, Alexa594 FP, 6 h; Potency, µM (doses to about 57.7 µM), for the others: at the top dose activity, negative = inhibition, most hits filed as inhibitors; actives 0.39% (n = 280,000); note: % is set by controls: 0 for no effect and ±100 for the full control effect; nearly all actives have a fitted effect of over 55% in size
# Target sequence (P10636 561-689 P618L limits assumed): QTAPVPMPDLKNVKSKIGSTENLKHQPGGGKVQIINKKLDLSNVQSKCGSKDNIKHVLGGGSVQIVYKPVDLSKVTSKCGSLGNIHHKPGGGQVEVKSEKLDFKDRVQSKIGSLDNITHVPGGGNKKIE
#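 Read-out: fluorescence polarization of Alexa 594-labeled tau (0.24 uM), 555 nm excitation, 632 nm emission. Mixtures held 15 uM unlabeled K18 P301L, compound and 20 uM heparin, pH 7 acetate buffer, incubated 6 hr at 37 C.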
# ALDH1A1 block – qHTS Assay for Inhibitors of Aldehyde Dehydrogenase 1 (ALDH1A1); Aldehyde dehydrogenase 1A1 (Homo sapiens), P00352; Purified ALDH1A1, NADH fluorescence, propionaldehyde substrate; Potency, µM (top dose mostly 75.3 µM), for the others: top-dose activity, negative = inhibition, actives largely listed as inhibitors; actives 7.3% (n = 220,000); AID 1030, 2008; active = well fitted inhibition curve with a large enough effect, not every such curve was filed as active; inconclusive = small, poorly fitted or top-dose-only effect, or another doubt; inactive = no such curve, though single readings can be large or run the other way;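 note: plate controls were no enzyme wells and a reference inhibitor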
# Target sequence (P00352 whole entry, looked up): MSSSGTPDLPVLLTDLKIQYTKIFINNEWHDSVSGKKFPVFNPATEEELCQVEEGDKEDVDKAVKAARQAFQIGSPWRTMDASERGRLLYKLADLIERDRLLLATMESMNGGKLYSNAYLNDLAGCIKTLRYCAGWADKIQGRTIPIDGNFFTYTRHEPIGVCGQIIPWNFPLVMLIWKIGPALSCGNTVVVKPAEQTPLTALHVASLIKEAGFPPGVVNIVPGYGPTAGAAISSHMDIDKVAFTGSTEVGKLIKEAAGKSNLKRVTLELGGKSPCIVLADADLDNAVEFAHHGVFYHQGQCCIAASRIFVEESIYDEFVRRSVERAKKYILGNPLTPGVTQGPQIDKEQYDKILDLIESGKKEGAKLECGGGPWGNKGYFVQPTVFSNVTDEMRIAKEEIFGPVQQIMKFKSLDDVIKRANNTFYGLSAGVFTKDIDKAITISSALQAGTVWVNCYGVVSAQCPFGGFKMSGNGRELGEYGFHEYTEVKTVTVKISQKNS
# HttQ103 aggreg – qHTS Multiplex Assay to Identify Dual Action Probes in a Cell Model of Huntington: Aggregate Formation (GFP) | PC12 HttQ103-GFP aggregates, Acumen cytometry, 40 h | Potency, µM (highest dose often 46.1 µM), inactives show at the highest dose activity change, negative = inhibition, most hits filed as inhibitors | actives 1.1% (n = 220,000) | AID 1688, 2009; note: % is set by controls: 0 for no effect and ±100 for the full control effect; nearly all actives have a fitted effect of over 60% in size
#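 Ecdysone-promoter PC12 model expressing HTT exon 1 Q103 fused to GFP, induced by tebufenozide at 100 nM final. Compounds titrated; aggregates sized 1–25 µm scored on a 488 nm laser cytometer.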
# Tau fluor counter – Counterscreen qHTS for Inhibitors of Tau Fibril Formation, Fluorescence Polarization | Potency, µM (titrated, usually from 57.7 µM), for inactives: top-dose activity change, negative = decrease | actives 0.93% (n = 280,000) | tau K18 P301L Alexa594 fluorescence, heparin fibrillization; note: % is set by controls: 0 for no effect and ±100 for the full control effect; nearly all actives have a fitted effect of over 55% in size
#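 Human tau K18 P301L (15 uM unlabeled, 0.24 uM Alexa 594-labeled) in 100 mM sodium acetate pH 7 with 20 uM heparin, 6 hr at 37 C. ThT 30 uM added, 1 hr ambient; Alexa 594 FP and total fluorescence read at 555/632 nm.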
# HTT ATP protect – qHTS Multiplex Assay to Identify Dual Action Probes in a Cell Model of Huntington: Cytoprotection (ATP) | actives 0.14% (n = 230,000) | PC12 HTT-Q103 induced, cytoprotection, ATP luminescence, 40 h | Potency, µM (series often up to 56.4 µM), for the others: cytoprotection (ATP increase), actives largely listed as activators;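 note: % of control where 0% means no effect; nearly all actives have a fitted effect of over 45% in size; toxic huntingtin expression switched on by the ecdysone agonist tebufenozide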
#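 Rat PC12, Q103 Htt exon1-GFP fusion, ecdysone promoter; tebufenozide inducer 100 nM final; compound titration; qHTS, 1500 cells/well; ATPlite luminescent read.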
# Tau fibril ThT – qHTS for Inhibitors of Tau Fibril Formation, Thioflavin T Binding | Microtubule-associated protein tau (Homo sapiens), P10636 | recombinant tau K18 P301L, heparin-induced fibrillization, ThT fluorescence | Potency, µM (titrated, usually from 57.4 µM), for the others: top-dose activity, negative = inhibition, usual class: inhibitors | actives 2.1% (n = 270,000) | AID 1460, 2008; note: % is set by controls: 0 for no effect and ±100 for the full control effect; nearly all actives have a fitted effect of over 55% in size
#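 Using a mix of unlabeled (15 uM) and Alexa 594-labeled (0.24 uM) tau K18 P301L, heparin-triggered fibrillization over 6 hr at 37 C was scored by ThT fluorescence.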
# An asterisk follows results filed as active; ? = inconclusive; nt = not tested or not shown; & = joins results of further samples; [ ] = dose if it differs, or a comment. Unless noted, calls come from the whole dose curve; as a rule, active = well fitted curve in the direction sought with a large enough effect; inconclusive = small, poorly fitted or top-dose-only effect, or another doubt; inactive = no such curve, though single readings can be large; an effect the other way counts as inactive or inconclusive. Potency is the fitted concentration of half-maximal effect.
no.	Structure	ALDH1A1 block	SMN2 splice enh	JMJD2E inh	HTT ATP protect	Tau fibril FP	HttQ103 aggreg	Tau fluor counter	Tau fibril ThT
1	Cc1cc2c(NC(=O)Nc3ccc(F)cc3)cccc2nn1	-8%	nt	-5%	1%[10 µM]	?	0%[9.22 µM]	-27%	?
2	N/C(=N\OC(=O)c1ccc(Br)o1)c1ccccn1	-2%	13µM*	6%	-18%[10 µM]	-4%	16%	-13%	-14%
3	CCOc1ccccc1NC(=O)Cn1c(=O)n(-c2ccc(C)cc2)c(=O)c2c1cnn2C	nt	2%	nt	nt	-13%	nt	-7%	-1%
4	O=C1N/C(=C/c2ccc(N3CCOCC3)o2)C(=O)N1c1cccc(Cl)c1	18µM*	-2%	-6%	-36%[10 µM]	-16%	?	-6%	?
5	Cc1nn2c(N3CCCC3)cc(C(C)C)nc2c1-c1ccccc1	?	-22%	?	5%	4%	2%	?	?
6	COc1ccc(NC(=O)Nc2ccccc2)cc1S(=O)(=O)N1CCCCC1	1%	-15%	-4%	nt	?	-22%	?	7%
7	COc1ccc(C2(C(=O)NCc3ccccc3Cl)CCOCC2)cc1OC	3%	-12%	-2%	1%[10 µM]	-4%	-3%[9.22 µM]	3%	3%
8	CCOc1ccccc1N1CCN(Cc2cn[nH]c2-c2ccc(F)cc2)CC1	7%	nt	3%	13%[10 µM]	7%	20%[9.22 µM]	-16%	-10%
9	Cc1noc(C)c1COC(=O)c1cccnc1SCC(=O)Nc1ccc2c(c1)OCO2	-5%	?	2%	-32%	6%	23%	-26%	-12%
10	CCCCNC(=O)c1ccc2c(=O)n(Cc3ccc(OC)cc3)c(=O)[nH]c2c1	nt	1%	nt	nt	-11%	nt	-7%	-5%
11	Cc1cc(OC(=O)c2cc(F)c(F)cc2Cl)nc(C)n1	12%	0%	0%	-6%	4%	8%	3%	-5%
12	COc1cc(/C=N/NS(=O)(=O)c2ccccc2)ccc1OS(=O)(=O)c1ccc(C)cc1	7.9µM*	-12%	-12%	8%[10 µM]	?	2%	?	-12%
13	COc1cc(-c2nc3cnccn3c2Nc2ccccc2)ccc1O	?	14µM*	?	-13%[10 µM]	-3%	-8%	?	-19%
14	CCOC(=O)c1c(C)[nH]c(C)c1C(=O)Cn1nnc(-c2ccccc2C)n1	-3%	-7%	12%	14%	3%	-11%	-2%	-9%
15	CN1CCN(c2cc(N3CCc4ccccc4C3)c(F)cc2[N+](=O)[O-])CC1	-4%	-3%	3%	-28%[10 µM]	-1%	-22%	-27%	13µM*
16	Cc1ccc(-c2cc(C(F)(F)F)c(C#N)c(SCC(=O)O)n2)cc1	0%	5%	-10%	37%[10 µM]	-7%&-3%	13%[9.22 µM]	-9%&0%	?
17	CCOC(=O)C1=C(CN2CCCCC2)NC(=O)NC1c1cc(C)ccc1C (stereo not given)	-5%	-3%	3%	23%	3%&1%	2%	0%&2%	-1%&4%
18	CC(C)C[C@H](N)c1cn([C@@H](CCCCN)C(=O)N2CCNCC2)nn1	0%	nt	-5%	8%[10 µM]	1%	-31%[9.22 µM]	-6%	-3%
19	NS(=O)(=O)c1ccc(S(=O)(=O)NCCc2ccccc2)cc1	-9%	-16%	-7%	-13%	1%	-8%	1%	-3%
20	COc1cc(C2=NOC(C(=O)NCc3cccs3)C2)cc(OC)c1OC (stereo not given)	-10%	-19%	3%	-19%	-10%	1%	-9%	-12%
21	C/C(=N\NC(=O)c1ccc(Cn2cc([N+](=O)[O-])cn2)o1)c1cccc(NC(=O)c2cccnc2)c1	-1%	0%	-1%	nt	1%	-9%	0%	2%
22	COc1cc(-c2cc(-c3ccc(O)cc3)nc(N)c2C#N)ccc1O	3%	nt	-3%	-1%[10 µM]	-3%[2.34 µM]	-4%[9.22 µM]	-3%	-1%
23	CCOc1ccc(-n2nnc3c(=O)n(CC(=O)c4ccccc4)cnc32)cc1	1%	9%	-10%	-1%[10 µM]	?	-18%	1%	-5%
24	N=c1ccn2c(n1)O[C@@H]1[C@H](O)[C@H](CO)O[C@@H]12	21%	nt	-1%	-79%[inhibitor][1.9 µM]	-3%	nt	-6%	-5%
25	C/C(=N\NC(=O)Cn1nc(C)cc1C)c1ccc([N+](=O)[O-])cc1	nt	nt	3%	0%[10 µM]	5%	-4%[9.22 µM]	-13%	?
26	O=C1C2C3C=CC(C3)C2C(=O)N1CNc1ccc(O)cc1 (stereo not given)	?	4%	?	-26%	8.9µM*	?	?	3.2µM*
27	CC(=O)Oc1ccc(C(=O)Nc2ccc3c(c2)C(=O)N(CCC(=O)O)C3=O)cc1	?	17%	?	-9%[10 µM]	3%	-6%	-9%	-19%
28	COc1cc(/C=C/C(=O)N2CCOCC2)ccc1OCc1ccccc1	-7%	-39%[inhibitor]	?	25%[10 µM]	-4%	-8%	2%	-4%
29	Cc1ccc2c(=O)cc(C(=O)Nc3ccc(S(=O)(=O)N4CCCCC4)cc3)oc2c1	nt	-3%	nt	nt	?	nt	-17%	5%
30	C=N[C@H](C(=O)N[C@@H]1C(=O)N2[C@@H]1SC(C)(C)[C@@H]2C(=O)O)c1ccccc1	3%[20.9 µM]	-8%[20.6 µM]	?	2%[40.3 µM]	nt	nt	nt	nt
31	CCS(=O)(=O)c1ccc2c(c1)N(S(=O)(=O)c1ccccc1)CC(C(=O)O)O2 (stereo not given)	-4%	-6%	5%	16%	0%	16%	-1%	3%
32	COCc1cccc(N2C(=O)CC(C3C=C(C)C4C(=O)N(c5cccc(COC)c5)C(=O)C4C3)C2=O)c1 (stereo not given)	-8%	-29%	5%	-19%	-3%	12%	-8%	-8%
33	Oc1ccccc1CNc1cnc2ccccc2c1	?	?	?	14%[10 µM]	-1%	35µM*	-29%	-11%
34	CCCc1ccc(Oc2cn[nH]c2-c2ccc(O)cc2O)cc1	15%	-19%	1%	-8%[10 µM]	?	?	6.3µM*[quencher]	?
35	CN1CCN(Cc2nc3c(c(=O)[nH]c(=O)n3C)n2Cc2c(F)cccc2Cl)CC1	3%	-8%	5%	-2%[10 µM]	-3%	5%	8%	-1%
36	CC(=O)Oc1ccc(C)cc1-n1nc2ccccc2n1	?	?	-8%	-14%	-2%	-4%	3%	-4%
37	CCCc1nc2ccc(NC(=O)c3cccs3)cc2c(=O)n1Cc1ccc(Cl)cc1	2%	?	-2%	39%[10 µM]	4%	-16%	4%	7%
38	CCn1[nH]c(=O)c(=Nc2c(C)n(C)n(-c3ccccc3)c2=O)cc1-c1ccc(Cl)cc1	-3%	16%	-4%	-11%	1%	-3%	-9%	-18%
39	Cc1cc2ncn(CCC(=O)NC(C)(C)C)c2cc1C	?	nt	-2%	-26%[10 µM]	1%[2.34 µM]	1%[9.22 µM]	-38%	?
40	O=C(ONC1=NCCCCC1)c1ccc([N+](=O)[O-])cc1	-8%	-49%[inhibitor]	-4%	14%	0%	14%	3%	-6%
41	Clc1ccc(CSc2ncn[nH]2)cc1	8%	-7%	8%	-1%	0%	-9%	-2%	-2%
42	CS(=O)(=O)N1CCC(C(=O)NCc2ccncc2)CC1	13%	-16%	1%	-3%[10 µM]	0%	-8%	4%	11%
43	COc1ccc(Cl)cc1NC(=S)Nc1cccnc1	-1%	-1%	?	6%	-9%	4%	-17%	-6%
44	O=C(O)c1cc(-c2cccnc2)nn1-c1ccccn1	13%	-21%	0%	-3%[10 µM]	-6%	-1%	-4%	-3%
45	Cc1ccc(-c2nc3ccccn3c2Nc2c(C)cccc2C)o1	nt	-1%	nt	nt	4%	nt	?	?
46	O=C(NCc1ccccc1)C1=C[C@H](c2csc3ccccc23)C[C@H](OCCCCO)O1	?	nt	?	-21%[10 µM]	-9%	1%[9.22 µM]	-23%	?
47	O=C(Nc1ccc(F)cc1F)c1ccc(COc2c(F)c(F)cc(F)c2F)o1	-1%	-11%	-1%	1%	-2%	22%	-10%	-5%
48	O=c1[nH]c(SCc2nc3ccccc3c(=O)n2-c2ccccc2)nc2ccccc12	-4%	-2%	?	-9%[1.9 µM]	-12%	24%	-8%	-7%
49	CCOC(=O)c1nnn2c1nc(N(CC)CC)c1ccccc12	-13%	nt	?	15%[10 µM]	4%	-5%[9.22 µM]	-9%	-14%
50	O=C(NC(c1ccccc1)c1ccccc1)C1CCCN(S(=O)(=O)c2cnc[nH]2)C1 (stereo not given)	1%	11%	1%	23%	1%	3%	-2%	-3%

# Complete entries as entered above. Order of screens: ALDH1A1 block | SMN2 splice enh | JMJD2E inh | HTT ATP protect | Tau fibril FP | HttQ103 aggreg | Tau fluor counter | Tau fibril ThT
# Cc1ccc(-c2nc3ccccn3c2Nc2c(C)cccc2C)o1 is listed with nt | -1% | nt | nt | 4% | nt | ? | ?
# COCc1cccc(N2C(=O)CC(C3C=C(C)C4C(=O)N(c5cccc(COC)c5)C(=O)C4C3)C2=O)c1 (stereo not given) is listed with -8% | -29% | 5% | -19% | -3% | 12% | -8% | -8%

# Next results
no.	Structure	ALDH1A1 block	SMN2 splice enh	JMJD2E inh	HTT ATP protect	Tau fibril FP	HttQ103 aggreg	Tau fluor counter	Tau fibril ThT
51	Cc1cc(Nc2ccc(C(=O)O)c(O)c2)n2ncnc2n1	nt	-5%	nt	nt	1%	nt	-9%	-12%
52	CCC(=O)N1CCc2cc(Br)cc(S(=O)(=O)N3CCCC(C(=O)Nc4cccc(C)c4C)C3)c21 (stereo not given)	nt	4%	nt	nt	7%	nt	5%	5%
53	Cc1ccc2sc(NC(=O)CN3C(=O)c4ccccc4C3=O)nc2c1C	4%	-13%	-3%	nt	?	-2%	-11%	3%
54	CC(C(=O)Nc1ccc2c(c1)OCO2)c1ccc([N+](=O)[O-])cc1 (stereo not given)	-9%	-24%	0%	7%	3%	6%	9%	11%
55	CC(C)(C)NC(=O)Cn1c(SCC(N)=O)nc2ccccc21	13%	-8%	6%	-8%	-6%	6%	1%	0%

# Screening data from PubChem BioAssay.

# This is a subset, so the mix of outcomes need not match the whole.
